Source: PubChem
SUMO HTRF inh – SUMOylation inhibition; inhibition, % at 35 µM; AID 2006; hit rate 0.36% among 290,000; HTRF SUMOylation assay, SAE1/SAE2 + UBC9, in vitro; in the data active = inhibition above about 50%, passing the limit was not always enough; also: strong numbers were not always called active
IDE inh – inhibitors of human insulin-degrading enzyme in cells; HEK cells, FAbetaB cleavage, fluorescence polarization; inhibition, % at 5.59 µM; hit rate 0.41% among 320,000; AID 434962;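 active = percent inhibition above the average of all tested compounds plus 3 SD, set per screening campaign, cut at about 16% in these data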;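 also: IDE supplied by intact live HEK cells; FP after avidin binding of uncleaved biotin substrate so inhibition keeps polarization high; 0% = DMSO wells and 100% = 60 µM reference IDE inhibitor Ii1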
Target sequence (P14735 whole entry, looked up): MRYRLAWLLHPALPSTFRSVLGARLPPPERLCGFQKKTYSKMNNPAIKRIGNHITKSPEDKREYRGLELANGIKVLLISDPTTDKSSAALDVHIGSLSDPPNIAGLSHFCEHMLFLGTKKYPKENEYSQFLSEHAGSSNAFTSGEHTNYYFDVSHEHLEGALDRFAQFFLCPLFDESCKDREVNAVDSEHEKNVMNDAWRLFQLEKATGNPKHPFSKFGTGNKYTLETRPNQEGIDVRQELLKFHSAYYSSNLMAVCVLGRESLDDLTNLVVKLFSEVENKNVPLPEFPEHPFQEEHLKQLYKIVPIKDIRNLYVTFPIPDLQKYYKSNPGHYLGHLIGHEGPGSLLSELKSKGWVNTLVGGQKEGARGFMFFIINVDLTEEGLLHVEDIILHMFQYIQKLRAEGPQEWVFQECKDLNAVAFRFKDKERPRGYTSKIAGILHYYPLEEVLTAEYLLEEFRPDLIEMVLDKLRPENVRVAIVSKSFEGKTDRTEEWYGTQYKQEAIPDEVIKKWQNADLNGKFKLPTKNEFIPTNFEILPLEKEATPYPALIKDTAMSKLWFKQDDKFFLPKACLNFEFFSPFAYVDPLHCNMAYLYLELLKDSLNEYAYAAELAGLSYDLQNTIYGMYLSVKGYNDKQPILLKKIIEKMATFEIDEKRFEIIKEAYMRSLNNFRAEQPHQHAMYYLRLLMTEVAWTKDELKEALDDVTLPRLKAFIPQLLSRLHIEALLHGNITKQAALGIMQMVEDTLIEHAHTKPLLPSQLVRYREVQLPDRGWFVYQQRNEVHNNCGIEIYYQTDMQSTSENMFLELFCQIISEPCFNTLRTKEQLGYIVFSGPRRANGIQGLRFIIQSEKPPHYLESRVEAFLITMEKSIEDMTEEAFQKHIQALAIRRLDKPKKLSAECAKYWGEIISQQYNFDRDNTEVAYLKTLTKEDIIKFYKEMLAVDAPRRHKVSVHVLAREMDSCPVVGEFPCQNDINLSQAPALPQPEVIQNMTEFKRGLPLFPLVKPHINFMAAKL
PfM18AAP inh – PfM18AAP enzyme inhibition; inhibition, % at 7.35 µM; hit rate 1.2% among 290,000; recombinant PfM18AAP, H-Glu-NHMec fluorogenic cleavage;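 active = inhibition above the campaign mean inhibition over all tested compounds plus 3 SD, cut at about 28% in these data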;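 also: 0% = plate median of test compound wells and 100% = 2 mM ZnCl2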
MEKK2wt PB1 HTS – raises or lowers MEK5 binding to wildtype human MEKK2 PB1 domain; Q9Y2U5; hit rate 1.1% among 290,000; binding response (% of control), % at 10 µM; bead flow cytometry, Alexa488-MEK5 binding to MEKK2 WT; actives lie on both sides; in the data active = binding response below about 67% or above about 130%
NALP1 yeast inh – NALP1 inhibition. inhibition, % at 10 µM. S. cerevisiae NALP1/ASC/caspase-1 growth, X-gal OD620, 72 h. hit rate 0.61% among 280,000. AID 2071; in the data active = inhibition mostly above about 24%, no sharp cut-off; inactive = mostly below about 32%; also: some compounds called inactive have numbers as strong as hits
pCIP destab – lowers stability of the mouse p/CIP coactivator protein; decrease of EGFP signal, % at 10 µM; F442A p/CIP-EGFP cells, EGFP fluorescence, 16 h; hit rate 0.01% among 290,000;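 active = EGFP signal decrease of at least 30% at 10 µM or well 3 SD below plate mean, unless failing retest; inactive = the rest, including hits failing retest or dose response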; also: some compounds called inactive have numbers as strong as hits; many of its hits are not listed in these tables
MEKK3 PB1 HTS – MEKK3-MEK5 PB1 interaction, increase or decrease; hit rate 1.4% among 290,000; binding response (% of control), % at 10 µM; Q99759; bead-based flow cytometry, Alexa488-MEK5 binding to MEKK3; actives lie on both sides; 0 = blocked by unlabeled MEK5, 100 = vehicle;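 active = binding response more than 3 SD above or below the average of its plate-row segment, actives on both sides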;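 also: Alexa488 bead fluorescence after subtracting the streptavidin-only scavenger bead signal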
IDE act – boosts human insulin-degrading enzyme activity in HEK cells. P14735. AID 493087. FAbeta-B cleavage, fluorescence polarization; 0% vehicle, 100% cell-free pure enzyme wells. hit rate 0.073% among 340,000. activation, % at 5.96 µM;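 active = activation above the mean of all tested compounds plus 3 SD, set per screening campaign, cut at about 17% in these data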
MEKK2mut PB1 HTS – signal of MEK5 binding to mutant human MEKK2 PB1 domain | hit rate 0.35% among 290,000 | AID 1530 | percent response, % at 10 µM | bead flow cytometry, Alexa488-MEK5 binding to MEKK2 mutant; in the data active = percent response above about 24%, passing the limit was not always enough; also: inactives centre near 1; some results filed as inactive read as strong as hits; reference of the scale not given here
* hit, by the source's call.

For CCN1CCN(CC(=O)Nc2sc3c(c2C#N)CCC(C)C3)CC1 (stereo unspecified) the results were SUMO HTRF inh 29, IDE inh 5, PfM18AAP inh 4, MEKK2wt PB1 HTS 99, NALP1 yeast inh 10, pCIP destab -12, MEKK3 PB1 HTS 95, IDE act 0 and MEKK2mut PB1 HTS 5.
`COC(=O)c1ccc(N(C(=O)c2ccco2)C(C(=O)NC2CCCC2)c2ccco2)cc1` (stereo unspecified) gave SUMO HTRF inh -9, IDE inh 4, PfM18AAP inh 3, MEKK2wt PB1 HTS 103, NALP1 yeast inh 3, pCIP destab -5, MEKK3 PB1 HTS 83, IDE act -3 and MEKK2mut PB1 HTS 2.
Screening Cc1cc(C(=O)NN)c2cc(Br)ccc2n1 returned SUMO HTRF inh -7, IDE inh 0, PfM18AAP inh -7, MEKK2wt PB1 HTS 97, NALP1 yeast inh -22, pCIP destab -6, MEKK3 PB1 HTS 100, IDE act -3 and MEKK2mut PB1 HTS -2.
`O=C(NNC(=S)NC(=O)c1ccccc1Cl)c1cccc([N+](=O)[O-])c1` gave SUMO HTRF inh -88, IDE inh 3, PfM18AAP inh 12, MEKK2wt PB1 HTS 108, NALP1 yeast inh 15, pCIP destab -1, MEKK3 PB1 HTS 108, IDE act 4 and MEKK2mut PB1 HTS 20.
Screening NC(=O)N=Nc1c(O)n(Cc2ccccc2)c2ccc(Br)cc12 returned SUMO HTRF inh 10, PfM18AAP inh -7, MEKK2wt PB1 HTS 101, NALP1 yeast inh 9, pCIP destab 3, MEKK3 PB1 HTS 104, IDE act 2 and MEKK2mut PB1 HTS 5.
CCCCNC(=S)N1CCN(c2ccc(C(C)=O)cc2)CC1 was read as SUMO HTRF inh 3, IDE inh 0, PfM18AAP inh 2, MEKK2wt PB1 HTS 106, pCIP destab -3, MEKK3 PB1 HTS 118, IDE act 3 and MEKK2mut PB1 HTS 6.
For Cn1c(=O)c2c(SC3CCCC3)nc(C3CC3)nc2n(C)c1=O the results were SUMO HTRF inh -5, IDE inh 0, PfM18AAP inh 3, MEKK2wt PB1 HTS 100, NALP1 yeast inh -21, pCIP destab -2, MEKK3 PB1 HTS 104, IDE act 7 and MEKK2mut PB1 HTS 5.
`O=C(Nc1nnc(-c2ccccc2)o1)c1nc2ccccc2s1` gave SUMO HTRF inh 74*, IDE inh -2, MEKK2wt PB1 HTS 91, NALP1 yeast inh 7, pCIP destab 5, MEKK3 PB1 HTS 96, IDE act 6 and MEKK2mut PB1 HTS 5.
Screening C=CCn1c(NCc2ccccc2)nc2ccccc21 returned SUMO HTRF inh 37, IDE inh 0, PfM18AAP inh -2, MEKK2wt PB1 HTS 104, NALP1 yeast inh 8, pCIP destab -5, MEKK3 PB1 HTS 100, IDE act 6 and MEKK2mut PB1 HTS 4.
`CCOC(=O)c1c(-c2ccc(C)cc2)csc1NC1=NS(=O)(=O)c2ccccc21` gave SUMO HTRF inh 20, IDE inh 0, PfM18AAP inh 2, MEKK2wt PB1 HTS 95, NALP1 yeast inh 25, pCIP destab -10, MEKK3 PB1 HTS 91, IDE act 6 and MEKK2mut PB1 HTS -3.
`Cc1ccc(C(=O)Nc2c(C)n(C)n(-c3ccccc3)c2=O)cc1` gave SUMO HTRF inh 18, IDE inh 3, PfM18AAP inh 1, MEKK2wt PB1 HTS 86, NALP1 yeast inh 7, pCIP destab -13, MEKK3 PB1 HTS 98, IDE act -1 and MEKK2mut PB1 HTS -13.
For Cc1ccc(C(=O)NCC(=O)N/N=C/c2cccs2)cc1C the results were SUMO HTRF inh 17, IDE inh 1, PfM18AAP inh -2, MEKK2wt PB1 HTS 112, NALP1 yeast inh 8, pCIP destab -19, MEKK3 PB1 HTS 120, IDE act 0 and MEKK2mut PB1 HTS 1.
For COc1ccc(S(=O)(=O)NCc2ccco2)cc1C(=O)N1CCCCC1 the results were SUMO HTRF inh 12, IDE inh 0, PfM18AAP inh 0, MEKK2wt PB1 HTS 102, NALP1 yeast inh 8, pCIP destab -6, MEKK3 PB1 HTS 104, IDE act 3 and MEKK2mut PB1 HTS 3.
Cc1ccc(NC(=O)CN2C(=O)S/C(=C\c3ccccn3)C2=O)cc1C was read as SUMO HTRF inh 20, PfM18AAP inh 3, MEKK2wt PB1 HTS 101, NALP1 yeast inh 5, pCIP destab -8, MEKK3 PB1 HTS 96, IDE act -1 and MEKK2mut PB1 HTS -3.
Screening O=C(NC1CC1)C(=O)c1c(-c2ccccc2)[nH]c2ccccc12 returned SUMO HTRF inh 1, IDE inh -2, PfM18AAP inh -3, MEKK2wt PB1 HTS 101, NALP1 yeast inh 39, pCIP destab 0, MEKK3 PB1 HTS 108, IDE act 5 and MEKK2mut PB1 HTS 9.
For N#CCCN(Cc1ccccc1)S(=O)(=O)c1cccs1 the results were SUMO HTRF inh 2, IDE inh 4, PfM18AAP inh -2, MEKK2wt PB1 HTS 109, NALP1 yeast inh 10, pCIP destab 5, MEKK3 PB1 HTS 105, IDE act 4 and MEKK2mut PB1 HTS 7.
O=C(Nc1ccc(F)cc1)N(CCCN1CCOCC1)Cc1cc2cc3c(cc2[nH]c1=O)OCCO3 was read as SUMO HTRF inh 4, IDE inh 0, PfM18AAP inh -12, MEKK2wt PB1 HTS 107, NALP1 yeast inh -17, pCIP destab -3, MEKK3 PB1 HTS 106, IDE act 4 and MEKK2mut PB1 HTS 9.
O=C(NC(=S)N1CCN(c2c(Cl)cccc2[N+](=O)[O-])CC1)c1cccs1 was read as SUMO HTRF inh 2, IDE inh 4, PfM18AAP inh -1, MEKK2wt PB1 HTS 107, NALP1 yeast inh -2, pCIP destab -10, MEKK3 PB1 HTS 109, IDE act 3 and MEKK2mut PB1 HTS 3.
For O=C(CN1C(=O)C2C3CCC(C3)C2C1=O)OCC(=O)c1cccc([N+](=O)[O-])c1 (stereo unspecified) the results were SUMO HTRF inh -5, IDE inh 7, PfM18AAP inh -1, MEKK2wt PB1 HTS 112, NALP1 yeast inh 17, pCIP destab 3, MEKK3 PB1 HTS 108, IDE act 5 and MEKK2mut PB1 HTS 5.
Clc1ccc(/C=C/c2ncc[nH]2)c(Cl)c1 was read as SUMO HTRF inh 11, IDE inh 18*, PfM18AAP inh 5, MEKK2wt PB1 HTS 107, NALP1 yeast inh 23, pCIP destab -7, MEKK3 PB1 HTS 105, IDE act -18 and MEKK2mut PB1 HTS 3.

Continued; the last 3 above are carried over.
O=C(NC(=S)N1CCN(c2c(Cl)cccc2[N+](=O)[O-])CC1)c1cccs1 was read as SUMO HTRF inh 2, IDE inh 4, PfM18AAP inh -1, MEKK2wt PB1 HTS 107, NALP1 yeast inh -2, pCIP destab -10, MEKK3 PB1 HTS 109, IDE act 3 and MEKK2mut PB1 HTS 3.
For O=C(CN1C(=O)C2C3CCC(C3)C2C1=O)OCC(=O)c1cccc([N+](=O)[O-])c1 (stereo unspecified) the results were SUMO HTRF inh -5, IDE inh 7, PfM18AAP inh -1, MEKK2wt PB1 HTS 112, NALP1 yeast inh 17, pCIP destab 3, MEKK3 PB1 HTS 108, IDE act 5 and MEKK2mut PB1 HTS 5.
Clc1ccc(/C=C/c2ncc[nH]2)c(Cl)c1 was read as SUMO HTRF inh 11, IDE inh 18*, PfM18AAP inh 5, MEKK2wt PB1 HTS 107, NALP1 yeast inh 23, pCIP destab -7, MEKK3 PB1 HTS 105, IDE act -18 and MEKK2mut PB1 HTS 3.
NC(=O)CSc1nnc(Cn2cnc3ccccc32)o1 was read as SUMO HTRF inh 8, IDE inh 4, PfM18AAP inh 2, MEKK2wt PB1 HTS 94, NALP1 yeast inh -6, pCIP destab 20, MEKK3 PB1 HTS 99, IDE act 0 and MEKK2mut PB1 HTS -5.
For CC(=O)Nc1ccc(C(=O)CSc2nnc(Cc3ccccc3)o2)cc1 the results were SUMO HTRF inh 12, IDE inh -3, PfM18AAP inh -9, MEKK2wt PB1 HTS 107, NALP1 yeast inh 46, pCIP destab -19, MEKK3 PB1 HTS 104, IDE act 0 and MEKK2mut PB1 HTS 6.
O=C1CC(C(=O)Nc2ccccc2)N=C(N2CCCCC2)N1 (stereo unspecified) was read as SUMO HTRF inh -13, IDE inh 4, PfM18AAP inh 0, MEKK2wt PB1 HTS 110, NALP1 yeast inh 12, pCIP destab -2, MEKK3 PB1 HTS 108, IDE act 5 and MEKK2mut PB1 HTS 9.
For CC1CN(C(=O)c2ccc3c(c2)OCO3)CC(C)O1 (stereo unspecified) the results were SUMO HTRF inh 13, IDE inh 3, PfM18AAP inh -19, MEKK2wt PB1 HTS 102, NALP1 yeast inh 9, pCIP destab 1, MEKK3 PB1 HTS 99, IDE act 0 and MEKK2mut PB1 HTS 4.
Screening Fc1ccccc1Cc1noc(CN2CCN(c3ccc(Cl)cn3)CC2)n1 returned SUMO HTRF inh 1, IDE inh 2, PfM18AAP inh 14, MEKK2wt PB1 HTS 104, NALP1 yeast inh -11, pCIP destab -1, MEKK3 PB1 HTS 95, IDE act -2 and MEKK2mut PB1 HTS 0.
COc1ccc(NC(=O)CNS(=O)(=O)c2cccs2)c(OC)c1 was read as SUMO HTRF inh 7, IDE inh 3, PfM18AAP inh 5, MEKK2wt PB1 HTS 97, NALP1 yeast inh 25, pCIP destab -4, MEKK3 PB1 HTS 99, IDE act 2 and MEKK2mut PB1 HTS -1.
`CC(C)Sc1nc2ccccc2[nH]1` gave SUMO HTRF inh 7, IDE inh 6, PfM18AAP inh -1, MEKK2wt PB1 HTS 96, NALP1 yeast inh -1, pCIP destab 3, MEKK3 PB1 HTS 97, IDE act 2 and MEKK2mut PB1 HTS -9.
`O=C(NNC(=O)c1oc2ccccc2c1-n1cccc1)c1ccco1` gave SUMO HTRF inh -7, IDE inh 6, PfM18AAP inh 6, MEKK2wt PB1 HTS 92, NALP1 yeast inh 13, pCIP destab -7, MEKK3 PB1 HTS 104, IDE act 0 and MEKK2mut PB1 HTS 1.
`COc1ccc(C(=O)N(Cc2cccs2)C2CCS(=O)(=O)C2)cc1` (stereo unspecified) gave SUMO HTRF inh -5, IDE inh 0, PfM18AAP inh 0, MEKK2wt PB1 HTS 103, NALP1 yeast inh 21, pCIP destab 3, MEKK3 PB1 HTS 99, IDE act 3 and MEKK2mut PB1 HTS -1.
For C=C(C)CCC(C)N1CCC(n2nccc2NC(=O)CCCc2ccccc2)CC1 (stereo unspecified) the results were SUMO HTRF inh -3, IDE inh 7, PfM18AAP inh 7, MEKK2wt PB1 HTS 111, NALP1 yeast inh -8, pCIP destab -9, MEKK3 PB1 HTS 99, IDE act 4 and MEKK2mut PB1 HTS 5.
`Cc1nn(C)cc1S(=O)(=O)NCc1ccccc1Cl` gave SUMO HTRF inh -7, IDE inh 7, PfM18AAP inh -2, MEKK2wt PB1 HTS 99, NALP1 yeast inh 10, pCIP destab 5, MEKK3 PB1 HTS 98, IDE act 3 and MEKK2mut PB1 HTS 5.

Some of the compounds tested; rates above refer to the full screens.
